NS5 inhibitors: flavivirus cap methylation enzyme inhibition – biochemical, confirmation dose response, primary screen (AID 588689). inhibition, % at 25 µM, or IC50 in µM where a hit was titrated. 340,000 compounds, 0.3% hits. Dengue-2 NS5 methyltransferase capping enzyme assay, biochemical; higher % means a stronger effect; in the data active means a potency from the dose series; inconclusive means inhibition above about 29% without an active follow-up result
WT yeast gro inh: growth inhibition of WT yeast, mitochondrial fusion screen; inhibition, % at 10 µM; mitochondrial fusion phenotypic screen, WT strain; 190,000 compounds, 2.1% hits; in the data active means inhibition above about 58%; tested in S. cerevisiae
K1F lysis inhibition: protection from phage-mediated lysis, alamar blue read-out – E. coli UTI89, K1F phage, bacterial capsule biogenesis inhibitors (AID 488966); E. coli UTI89 K1F phage lysis, alamar blue, 2 h; higher % means a stronger effect; inhibition, % at 100 µM; hits with a dose series show IC50 in µM; 340,000 compounds, 0.02% hits;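 active means phage lysis inhibition, versus mean bacterial control, above a set limit; inconclusive means no clear call, values can overlap the other calls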;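 further: capsule biogenesis inhibitors block K1F phage lysis so surviving cells raise fluorescence; higher fluorescence means more inhibition of phage lysis; actives were called in the ten point dose series up to 300 µM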
GPR35 antagonists: inhibition of zaprinast-stimulated GPR35 beta-arrestin translocation – imaging, U2OS, beta-arrestin-GFP, zaprinast agonist, primary screen (AID 2058); U2OS GPR35 beta-arrestin-GFP translocation imaging, zaprinast antagonism; higher % means a stronger effect; one-dose inhibition, % at 10 µM; IC50 in µM for titrated hits; 290,000 compounds, 0.052% hits;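 active means inhibition of at least 50% with at least 30 cells and total cytoplasm GFP at most 10,000,000; inconclusive means under 30 cells or total GFP of 10,000,000 plus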
AID2073: inhibitors of Mint1-CaV2.2 protein interaction, biochemical, HTRF (AID 2073) | HTRF protein-protein interaction, Mint1-CaV2.2; higher % means a stronger effect | inhibition, % at 20 µM, or IC50 in µM where a hit was titrated | 290,000 compounds, 0.19% hits; in the data active means inhibition mostly above about 51%, no sharp cut-off; inconclusive means no clear call, values can overlap the other calls; inactive means mostly below about 53%; further: some results filed as inactive read as strong as hits
LYP inhibition: PTPN22 lymphoid phosphatase activity blockers – biochemical, fluorescence intensity, uHTS (AID 1779); recombinant LYP phosphatase, fluorescence intensity; higher % means a stronger effect; 290,000 compounds, 0.054% hits; inhibition, % at 11.5 µM, or IC50 in µM where a hit was titrated; in the data active means inhibition above about 50%;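 further: plate controls were vehicle with enzyme for no effect and no enzyme for full effect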
NTR1 agonist: agonists of NTR1, primary screen, imaging, U2OS cells, beta-arrestin-GFP, high content (AID 493036). P30989. NTR1-U2OS beta-arrestin-GFP spot imaging, agonist mode. activation, % at 20 µM. 330,000 compounds, 0.17% hits;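 active means activation at or above 40% of the spot to cytoplasm intensity ratio, with at least 20 cells analyzed; inconclusive means wells under 20 cells, flagged as cytotoxic or low count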;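 further: 0% = DMSO without peptide and 100% = 100 nM NTR1 peptide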
Target sequence (P30989 whole entry, looked up): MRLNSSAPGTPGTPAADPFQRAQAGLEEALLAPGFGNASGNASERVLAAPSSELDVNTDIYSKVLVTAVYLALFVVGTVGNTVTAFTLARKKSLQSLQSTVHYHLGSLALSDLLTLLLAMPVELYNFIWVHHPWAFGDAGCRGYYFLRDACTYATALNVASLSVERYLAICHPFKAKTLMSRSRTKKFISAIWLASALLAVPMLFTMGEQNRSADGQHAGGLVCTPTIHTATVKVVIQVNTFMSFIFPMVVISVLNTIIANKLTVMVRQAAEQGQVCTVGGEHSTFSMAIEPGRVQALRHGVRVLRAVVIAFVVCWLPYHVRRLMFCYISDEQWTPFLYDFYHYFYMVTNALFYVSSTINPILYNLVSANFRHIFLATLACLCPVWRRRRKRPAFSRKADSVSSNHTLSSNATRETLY
Autophagy HCS: autophagy modulation, high-content screen; MEF GFP-LC3 puncta imaging; test concentration mostly 10 µM; calls only at 10 µM (by protocol); 190,000 compounds, 0.98% hits; AID 463193;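 active means percentage of spot-positive cells more than 3 SD above its plate mean, without a fluorescence outlier flag or 80% toxicity; inconclusive means no clear call, values can overlap the other calls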;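 further: spot-positive cell cutoff set from DMSO-treated cells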
RSV CPE inhibition: RSV antiviral activity via CPE protection, HEp-2 cells, primary 10 µM value included (AID 2391); CPE inhibition, % at 10 µM; hits with a dose series show IC50 in µM; 310,000 compounds, 0.13% hits; HEp-2 cells, RSV-induced CPE inhibition; higher % means a stronger effect; in the data active means a potency from the dose series; inconclusive means CPE inhibition mostly from about 23% at the one dose, without a potency; inactive means the rest, 99 in 100 with CPE inhibition below about 21%; further: strong numbers were not always called active
WT yeast gro inh mutant strain: also measured in WT yeast gro inh; calls as there; inhibition, %; mitochondrial fusion phenotypic screen, mutant strain inhibition
Autophagy HCS cell loss 18 h: second read-out of Autophagy HCS, no call of its own (marks repeat the call); toxicity, %; measured here: cell loss, nuclei count;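 cell loss after 18 h compound exposure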
NTR1 agonist cell count 20 µM: further read-out of NTR1 agonist, marked with its call; cell count; measured here: cell count, cytotoxicity flag
NS5 inhibitors pilot replicate: second read-out of NS5 inhibitors, no call of its own (marks repeat the call); inhibition, %; measured here: pilot screen replicate inhibition
* hit, by the source's call; i = inactive; ? = inconclusive; / = not tested or not shown; + = active, no number; [ ] = remark or other dose. An unsorted share of the library (roughly 2.6% active in at least one column).

SMILES	NS5 inhibitors	WT yeast gro inh	WT yeast gro inh mutant strain	K1F lysis inhibition	GPR35 antagonists	AID2073	LYP inhibition	NTR1 agonist	NTR1 agonist cell count 20 µM	Autophagy HCS	Autophagy HCS cell loss 18 h	RSV CPE inhibition	others
Cn1c(/C=C/N(Cc2ccccc2)c2ccccc2)c([N+](=O)[O-])c(=O)n(C)c1=O	4%	21	12	1.0%	-1%	6%	-6%	0.0	69	i	-8	4.2%
O=C(CN1CCCC1)OCCCC1CCCCC1	-1%	/	/	-0.4%	-14%	-10%	-7%	0.3	54	/	/	0.9%
CCOC(=O)N1CCN(S(=O)(=O)N2CCCC(C(=O)NCCCN3CCCCC3CC)C2)CC1 (centres undefined)	-1%	/	/	0.2%	-6%	5%	-1%	-0.3	76	/	/	0.3%
Cc1ccn2c(NC(=O)c3ccccc3)c(-c3cccs3)nc2c1	-1%	1	-1	0.5%	1%	-5%	-10%	-0.2	61	i	17	0.0%
Cc1cc(C(=O)NCCCN2CCN(C3CCCCC3)CC2)n(-c2ccccc2)n1	0%	-3	-4	-0.2%	7%	7%	-8%	-1.4	61	/	/	1.5%
Cc1ccc(CNC(=O)CNC(=O)[C@@H]2Cc3ccccc3CN2)cc1	16%	/	/	0.1%	-14%	9%	-6%	0.7	60	/	/	3.1%
CC1=C(C(=O)Nc2ccccc2C(=O)N2CCC(C)CC2)SCCO1	1%	/	/	0.1%	-12%	7%	-8%	0.6	47	/	/	0.1%
COc1ccc([C@@H]2[C@@H]3C(=O)N(C(C)(C)C)C(=O)[C@@H]3[C@]3(Cc4ccccc4)C(=O)N(c4cccc(Br)c4)C(=O)N23)cc1	-9%	/	/	2.2%	/	/	/	0.5	59	/	/	6.7%
CC(C)(CO)Nc1nc(Nc2ccccc2)nc(Nc2ccccc2)n1	-1%	9	8	0.5%	-19%	-3%	3%	2.5	37	i	3	6.1%
COCC(=O)N1CCC(n2nccc2NC(=O)c2ccccc2OC)CC1	2%	/	/	-0.1%	3%	11%	-5%	1.7	75	/	/	-0.7%
COc1ccccc1C(=O)NCC(=O)N/N=C(\C)Cc1ccccc1	4%	/	/	2.1%	8%	12%	-8%	-0.5	62	/	/	2.3%
Cc1cccc(C(=O)N[C@H](C(=O)Nc2cccc(S(=O)(=O)N3CCCC3)c2)C(C)C)c1	-6%	/	/	1.6%	-6%	-1%	-3%	5.3	61	/	/	2.0%
CSc1ccc(C2Nc3cccc4cccc(c34)N2)cc1	24%	/	/	0.4%	6%	1%	-3%	1.2	65	/	/	8.5%
COc1ccc(CCC(=O)N2CCCC(Nc3ccc(OC)cc3)C2)cc1 (centres undefined)	5%	/	/	0.3%	8%	-10%	-9%	-0.1	73	/	/	3.2%
O=C(Nc1ccc2c(c1)OCO2)N1CCCC1	/	8	7	0.0%	-10%	-1%	-7%	0.9	76	i	-44	-0.3%
CCN(Cc1ccncc1)Cc1c(O)ccc2ccccc12	-6%	-14	-14	0.1%	-10%	-10%	1%	/	/	i	-3	/
O=C(c1csc2c1CCCC2)N1CCCCC1	-5%	-4	-1	0.0%	-4%	33%	-3%	-0.9	95	i	-3	-1.0%
COCCN(C(=S)Nc1c(C)cccc1C)C(C)c1cccnc1 (centres undefined)	0%	-13	-8	6.0%	-10%	10%	-2%	0.6	44	i	-7	0.5%
Fc1cc(F)nc(NCc2ccccc2)n1	1%	/	/	1.6%[50 µM]	1%	3%	-6%	/	/	/	/	0.6%
Cc1ccc(O)c(C2=NOC(O)(C(F)(F)C(F)F)C2)c1 (centres undefined)	-4%	2	-4	4.3%	6%	7%	2%	-0.8	59	i	2	1.9%

The last 4 compounds of the section before come first, to join the parts.
SMILES	NS5 inhibitors	WT yeast gro inh	WT yeast gro inh mutant strain	K1F lysis inhibition	GPR35 antagonists	AID2073	LYP inhibition	NTR1 agonist	NTR1 agonist cell count 20 µM	Autophagy HCS	Autophagy HCS cell loss 18 h	RSV CPE inhibition	others
O=C(c1csc2c1CCCC2)N1CCCCC1	-5%	-4	-1	0.0%	-4%	33%	-3%	-0.9	95	i	-3	-1.0%
COCCN(C(=S)Nc1c(C)cccc1C)C(C)c1cccnc1 (centres undefined)	0%	-13	-8	6.0%	-10%	10%	-2%	0.6	44	i	-7	0.5%
Fc1cc(F)nc(NCc2ccccc2)n1	1%	/	/	1.6%[50 µM]	1%	3%	-6%	/	/	/	/	0.6%
Cc1ccc(O)c(C2=NOC(O)(C(F)(F)C(F)F)C2)c1 (centres undefined)	-4%	2	-4	4.3%	6%	7%	2%	-0.8	59	i	2	1.9%
COc1ccc(/C=N/Nc2nc(C)cc(=O)[nH]2)cc1OC	-10%	/	/	-1.6%	7%	0%	-9%	0.4	41	/	/	-0.3%
O=C(NCc1cccs1)c1ccc(Cl)s1	-8%	29	2	6.7%	19%	12%	0%	2.3	83	i	7	1.1%
O=S1(=O)CCC(N2CCOCC2)C1 (centres undefined)	-7%	-1	-9	4.6%	-4%	5%	-2%	-2.1	91	i	24	2.9%
CN=C(Nc1cc(C)nn1-c1ccccc1)c1ccccc1F	-2%	6	19	4.8%	-7%	-1%	-6%	2.3	91	i	0	1.5%
CC1CCCCN1C(=O)COc1ccc2ccc(=O)oc2c1 (centres undefined)	-4%	7	-10	-0.5%	3%	1%	-6%	2.0	44	i	14	2.1%
O=C(Nc1ccc(F)c(Cl)c1)c1cccnc1	-4%	/	/	-0.1%	2%	-2%	-8%	1.0	54	/	/	-1.0%
COc1ccc(OC)c(CNC(=O)CCn2c(=O)c3cccn3c3ccc(F)cc32)c1	-3%	/	/	0.3%	11%	4%	-13%	0.9	59	/	/	0.1%
CCOC(=O)c1c(C)c(C(=O)N2CCN(c3cccc(Cl)c3)CC2)c(C)n1C	2%	30	19	10%	9%	1%	-3%	4.7	73	i	4	/
Cc1ccccc1-c1nnn(CC(=O)c2ccc(S(=O)(=O)N3CCCC3)cc2)n1	-9%	2	-7	0.1%	0%	2%	0%	3.8	96	i	9	18%
CN(C)/C=C(/C(=O)c1ccc(Cl)cc1)S(=O)(=O)c1ccccc1	-2%	-15	-11	0.0%	12%	-5%	-3%	0.0	73	i	23	-0.7%	NS5 inhibitors pilot replicate=2.4
COc1ccc(-n2c(C)cc(C(=O)COc3ccc(-n4cnnn4)cc3)c2C)cc1	1%	18	19	1.2%	9%	21%	-4%	-1.2	64	i	9	2.5%
N#CC1(NC(=O)CSc2nc3ncc(Cl)cc3[nH]2)CCCCC1	-4%	/	/	-1.6%	/	/	/	1.0	63	/	/	-1.8%
CC1(c2ccc(OC(F)F)cc2)NC(=O)N(CC(=O)Nc2ccc3[nH]c(=O)[nH]c3c2)C1=O (centres undefined)	-8%	/	/	0.8%[50 µM]	/	/	/	1.2	50	/	/	-0.9%
O=C(NC1CCN(C(=O)Nc2ccccc2Cl)CC1)c1ccccc1	-4%	4	-8	0.3%	-5%	8%	4%	-0.3	49	i	-6	-0.8%
COc1ccc(S(=O)(=O)NC(C)C(=O)N2CCCC2)cc1Cl (centres undefined)	-11%	/	/	-1.2%	-4%	0%	1%	-0.2	64	/	/	0.2%
O=C(CNC(=O)N1CC(=O)Nc2ccccc21)NCc1ccccc1Cl	2%	/	/	0.2%	0%	9%	-11%	0.3	66	/	/	2.7%
COc1ccc(OC)c(NC(=O)CCC(=O)N(Cc2ccc(OC)c(OC)c2)c2nccs2)c1	-5%	-2	0	-0.3%	26%	0%	-6%	-0.3	51	i	-2	1.1%
NC(=O)CC(NC(=O)Cc1ccc(Cl)cc1)c1ccc(N2CCC(Cc3ccccc3)CC2)c([N+](=O)[O-])c1 (centres undefined)	-21%	/	/	-0.2%	0%	17%	-5%	8.6	89	/	/	1.3%
CCCCc1nc(Cl)c(C#N)c2c1CCC2	/	/	/	/	-4%	-2%	1%	0.9	60	/	/	3.3%
C=CCN(c1ccccc1)S(=O)(=O)c1cc2c(cc1C)N(C)CCO2	0%	/	/	1.9%	-10%	-6%	-5%	-0.6	60	/	/	1.6%

In the list so far, these have a cyano group:
SMILES	NS5 inhibitors	WT yeast gro inh	WT yeast gro inh mutant strain	K1F lysis inhibition	GPR35 antagonists	AID2073	LYP inhibition	NTR1 agonist	NTR1 agonist cell count 20 µM	Autophagy HCS	Autophagy HCS cell loss 18 h	RSV CPE inhibition	others
N#CC1(NC(=O)CSc2nc3ncc(Cl)cc3[nH]2)CCCCC1	-4%	/	/	-1.6%	/	/	/	1.0	63	/	/	-1.8%
CCCCc1nc(Cl)c(C#N)c2c1CCC2	/	/	/	/	-4%	-2%	1%	0.9	60	/	/	3.3%

The main list resumes; the two compounds before the break are reprinted first.
SMILES	NS5 inhibitors	WT yeast gro inh	WT yeast gro inh mutant strain	K1F lysis inhibition	GPR35 antagonists	AID2073	LYP inhibition	NTR1 agonist	NTR1 agonist cell count 20 µM	Autophagy HCS	Autophagy HCS cell loss 18 h	RSV CPE inhibition	others
CCCCc1nc(Cl)c(C#N)c2c1CCC2	/	/	/	/	-4%	-2%	1%	0.9	60	/	/	3.3%
C=CCN(c1ccccc1)S(=O)(=O)c1cc2c(cc1C)N(C)CCO2	0%	/	/	1.9%	-10%	-6%	-5%	-0.6	60	/	/	1.6%
COCCNC(=O)c1c(NC(=O)c2nc(SC)ncc2Cl)sc2c1CCCC2	-3%	5	17	0.2%	9%	1%	-1%	2.6	38	+	3.0*	-1.8%
CCOC(=O)C1=C(Cc2ccc(Cl)cc2)C(=O)c2ccccc2C1=O	?	14	-3	-3.3%	4.3µM*	67%	5%	6.1	80	i	0	-2.6%
O=C(CC1C(=O)NCCN1CC1CCCCC1)NCc1ccccc1Cl (centres undefined)	-9%	3	1	-0.2%	-12%	12%	-2%	-1.7	80	i	7	0.9%
CC(=O)N1c2ccc(S(=O)(=O)N3CCC(C(=O)N4CCN(c5ccccc5F)CC4)CC3)cc2CC1C (centres undefined)	5%	/	/	0.5%	-9%	12%	-5%	0.1	60	/	/	6.7%
O=C(CSc1ccc2c(c1)OCCO2)NC(=O)NC1CCCC1	4%	1	-5	-0.4%	-11%	?	4%	0.6	79	i	-5	11%
O=C(N/N=C/c1ccccc1O)c1ccc2c(c1)OCO2	0%	/	/	0.2%	0%	11%	1%	2.7	77	/	/	1.0%
Cc1nn(C)cc1C(=O)Nc1c(C)nn(Cc2ccccc2Cl)c1C	-4%	-26	-24	1.0%[50 µM]	4%	-2%	-1%	0.6	74	i	-10	2.3%
Nc1cccc(Oc2c(F)c(F)c(Oc3cccc(N)c3)c(F)c2F)c1	/	/	/	/	1%	5%	-2%	1.9	50	/	/	8.2%
CCNC(=O)NC(=O)C(C)OC(=O)Cc1coc2cc3c(cc12)CCC3 (centres undefined)	-1%	10	-5	0.3%	-2%	8%	3%	0.7	40	i	14	-1.0%

Screening data as filed in PubChem BioAssay.
